High-throughput results: PubChem, The Scripps Research Institute Molecular Screening Center
GSTO1 inh – GSTO1 inhibition, counter-screen for RBBP9 inhibitors; hit rate 1.1% among 300,000; inhibition, % at 5.96 µM; P78417; recombinant GSTO1, activity-based probe fluorescence polarization; AID 1974;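 active = inhibition above the campaign mean inhibition plus 3 SD, cut at about 35% in these data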;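 also: 0% = GSTO1-1 with DMSO and 100% = wells lacking GSTO1-1 enzyme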
Target sequence (P78417 whole entry, looked up): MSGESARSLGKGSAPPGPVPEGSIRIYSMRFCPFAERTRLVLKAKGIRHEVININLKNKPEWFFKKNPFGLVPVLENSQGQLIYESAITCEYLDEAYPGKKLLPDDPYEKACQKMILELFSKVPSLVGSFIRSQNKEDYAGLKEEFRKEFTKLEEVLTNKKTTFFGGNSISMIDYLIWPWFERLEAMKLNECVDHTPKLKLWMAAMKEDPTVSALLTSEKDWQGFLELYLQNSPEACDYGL
PME-1 inh – blocks human protein phosphatase methylesterase 1 | Q9Y570 | recombinant PME-1, FP-Rh probe fluorescence polarization | inhibition, % at 5.9 µM | hit rate 0.53% among 320,000 | AID 2130;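 active = inhibition above the campaign mean of all compounds plus 3 SD, cut at about 26% in these data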;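 also: competitive labeling of PME-1 active site by serine hydrolase directed probe; 0% = PME-1 with DMSO and 100% = wells lacking PME-1 enzyme; inhibitors block probe labeling so polarization falls and inhibition rises; many of its hits are not listed in these tables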
Target sequence (Q9Y570 whole entry, looked up): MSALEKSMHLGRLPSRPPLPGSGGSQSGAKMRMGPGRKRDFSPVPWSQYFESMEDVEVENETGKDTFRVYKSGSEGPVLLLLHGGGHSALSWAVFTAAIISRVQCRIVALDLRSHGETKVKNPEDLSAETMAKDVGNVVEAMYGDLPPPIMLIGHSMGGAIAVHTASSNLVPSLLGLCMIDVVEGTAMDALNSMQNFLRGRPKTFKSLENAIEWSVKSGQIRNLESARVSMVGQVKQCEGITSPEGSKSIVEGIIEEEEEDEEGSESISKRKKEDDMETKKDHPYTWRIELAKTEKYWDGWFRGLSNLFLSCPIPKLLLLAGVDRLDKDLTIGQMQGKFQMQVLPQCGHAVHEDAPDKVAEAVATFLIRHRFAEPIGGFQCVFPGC
PAFAH2 FP inh – inhibitors of human PAFAH2; Q99487; recombinant PAFAH2, FP-rhodamine activity probe, fluorescence polarization; inhibition, % at 3.39 µM; hit rate 0.99% among 340,000; AID 492956;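 active = inhibition above the mean over all tested compounds plus 3 SD, cut at about 30% in these data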;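 also: inhibitors block probe labeling of enzyme so polarization drops; 0% = enzyme with DMSO and 100% = wells lacking PAFAH2 protein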
PAFAH1B2 FP inh – inhibitors of human PAFAH1B2. P68402. recombinant PAFAH1B2, FP-rhodamine activity probe, fluorescence polarization. inhibition, % at 3.39 µM. hit rate 1.2% among 340,000;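 active = inhibition above the mean of all tested compounds plus 3 SD, cut at about 24% in these data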;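 also: 0% = enzyme with DMSO and 100% = wells lacking PAFAH1B2; many of its hits are not listed in these tables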
PAD4 inh – inhibitors of human PAD4; recombinant PAD4, RCA probe fluorescence polarization; inhibition, % at 6.36 µM; hit rate 0.41% among 330,000; AID 485272; Q9UM07;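 active = percent inhibition above a cutoff equal to the mean of all tested compounds plus 3 SD, cut at about 15% in these data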;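 also: 0% = PAD4 with RCA probe and DMSO and 100% = probe without PAD4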
LYPLA2 inh – blocks human lysophospholipase 2, a PME1 counter-screen; O95372; recombinant LYPLA2, FP-Rh probe fluorescence polarization; hit rate 0.38% among 320,000; inhibition, % at 5.9 µM;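 active = inhibition above the screen-wide mean plus 3 SD, limit set per campaign, cut at about 26% in these data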;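 also: 0% = LYPLA2 with DMSO and 100% = wells lacking LYPLA2 enzyme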
Target sequence (O95372 whole entry, looked up): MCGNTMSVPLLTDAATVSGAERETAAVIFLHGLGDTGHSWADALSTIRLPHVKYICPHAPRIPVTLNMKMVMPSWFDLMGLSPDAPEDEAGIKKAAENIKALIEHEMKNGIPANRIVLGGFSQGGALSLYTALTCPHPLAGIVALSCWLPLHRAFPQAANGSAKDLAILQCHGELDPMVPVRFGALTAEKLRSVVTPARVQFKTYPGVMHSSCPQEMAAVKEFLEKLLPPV
PAFAH1B3 FP inh – blocks human PAF acetylhydrolase 1B catalytic subunit 3; Q15102; recombinant PAFAH1B3, FP-rhodamine probe, fluorescence polarization; inhibition, % at 3.39 µM; hit rate 0.28% among 340,000; AID 492972;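 active = inhibition above the screen-wide average of all tested compounds plus 3 SD, cut at about 25% in these data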;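 also: 0% = enzyme with DMSO only and 100% = wells lacking PAFAH1B3 protein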
pPAFAH FP inh – pPAFAH (human) enzyme inhibition | hit rate 1.5% among 330,000 | AID 463082 | inhibition, % at 3.39 µM | recombinant pPAFAH, FP-rhodamine probe fluorescence polarization | Q13093;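 active = inhibition above the mean inhibition across the screen plus 3 SD, cut at about 25% in these data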;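 also: inhibitors block binding of the rhodamine activity-based probe so polarization drops; 0% = enzyme with DMSO and 100% = wells lacking pPAFAH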
LYPLA1 counter – blocks human lysophospholipase 1, a PME1 counter-screen. hit rate 0.16% among 320,000. recombinant LYPLA1, FP-Rh probe fluorescence polarization. O75608. inhibition, % at 5.9 µM;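 active = inhibition above the mean of all tested compounds plus 3 SD, set per campaign, cut at about 14% in these data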;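 also: inhibitors block serine hydrolase probe labeling of LYPLA1 so polarization falls; 0% = enzyme with DMSO and 100% = wells lacking LYPLA1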
* marks the source's active call; other numbers are inactive results; . = not tested or not shown.

Sample of the layout:
smiles	GSTO1 inh	PME-1 inh	PAFAH2 FP inh	PAFAH1B2 FP inh	PAD4 inh	LYPLA2 inh	PAFAH1B3 FP inh	pPAFAH FP inh	LYPLA1 counter
O=C(NC(=O)N1CCN(c2ccc(F)cc2)CC1)c1ccccc1	4	-2	-4	-1	-3	0	-5	-1	0
CCn1c(=O)c(=O)[nH]c2cc(C(=O)Nc3ccc(S(=O)(=O)N4CCCC4)cc3)ccc21	-31	-20	-27	-8	-40	-27	-6	-7	-14

The whole of this part, previewed entries included:
smiles	GSTO1 inh	PME-1 inh	PAFAH2 FP inh	PAFAH1B2 FP inh	PAD4 inh	LYPLA2 inh	PAFAH1B3 FP inh	pPAFAH FP inh	LYPLA1 counter
O=C(NC(=O)N1CCN(c2ccc(F)cc2)CC1)c1ccccc1	4	-2	-4	-1	-3	0	-5	-1	0
CCn1c(=O)c(=O)[nH]c2cc(C(=O)Nc3ccc(S(=O)(=O)N4CCCC4)cc3)ccc21	-31	-20	-27	-8	-40	-27	-6	-7	-14
Cc1ccc(-c2nnc(NC3CCCC3)s2)cc1	8	8	6	5	1	7	-1	5	6
CC1Cc2ccccc2N1C(=O)COC(=O)c1ccc(Cl)nc1 (stereo not given)	-2	-3	2	4	1	0	5	3	-2
CC(C)Cc1n[nH]c(=O)[nH]1	-10	2	-3	-1	-6	3	-6	6	-1
CCCCNc1c2c3c(cccc3n(C)c1=O)C(=O)c1ccccc1-2	44*	75*	75*	53*	90*	54*	63*	43*	42*
CC(C)CN1CCN=C1N(C)C	-1	-3	4	4	-2	-7	2	-1	-2
O=S(=O)(NCc1ccccc1)c1cccc2cccnc12	5	5	0	10	-4	9	5	6	-3
O=C(NCCc1c[nH]c2ccccc12)c1cc([N+](=O)[O-])cc([N+](=O)[O-])c1	6	-5	3	3	0	1	4	4	-1
CCOc1ccccc1C(=O)OCC(=O)NCC1CCCCC1	15	0	44*	-1	-5	2	9	13	1
COc1ccc(Oc2c(-c3ccc(O)cc3O)n[nH]c2C)cc1	5	3	3	4	-3	-4	14	7	-7
O=C(Nc1ccccc1N1CCCCC1)c1ccc(Cl)c([N+](=O)[O-])c1	5	-2	-7	10	-4	3	8	8	3
COC(=O)c1ccc(CN2C(=O)NC(Cc3c[nH]c4ccccc34)C2=O)cc1 (stereo not given)	0	0	7	6	-1	6	5	5	-4
CCCOc1cccc(C2C(C(=O)c3cccs3)=C(O)C(=O)N2Cc2cccnc2)c1 (stereo not given)	10	-2	-5	-2	-12	2	1	1	2
O=C(/C=C/c1cccnc1)c1ccc(F)c(F)c1	-8	-2	-7	5	1	2	8	-3	-2
Cc1cc(OC(C)C(=O)NCC2CCC(C(=O)O)CC2)c2c(C)cc(=O)oc2c1 (stereo not given)	8	-5	0	-1	0	-5	-1	0	-1
CCOc1ccc(NC(=O)CN(C)C(=O)CCC2CCCCC2)cc1OCC	.	6	-4	-2	-4	10	-3	3	2
Fc1ccc(Nc2nc(-c3ccncc3)nc3ccccc23)cc1F	-1	-6	-6	-3	2	0	-9	-2	-6
Cc1ccc(CN2CC(C(=O)Nc3cc(S(C)(=O)=O)ccc3Cl)CC2=O)cc1 (stereo not given)	6	3	0	7	3	5	-7	4	-2
CCC(CC)NC(=O)/C=C/c1cccc([N+](=O)[O-])c1	-2	0	0	-8	3	-4	3	-2	0
O=C(CSC1=NCCS1)Nc1ccc(S(=O)(=O)NC2CCCCC2)cc1	-12	8	7	4	13	0	2	17	-3
CN(CC1CCOCC1)C(=O)CC1C(=O)NCCN1Cc1ccccc1F (stereo not given)	0	-3	3	6	-7	4	2	2	-1
O=C(c1cccs1)N1CCN(C(=O)N2CCOCC2)CC1	5	-2	14	-3	-4	1	2	5	2
CC(C)NC(=O)c1ccc2c(c1)N(CC(=O)Nc1ccccc1F)C(=O)C(C)(C)O2	9	-3	-5	5	-1	4	9	3	-1
CCc1nc(NCCC(C)C)c2nnn(Cc3ccccc3)c2n1	3	-4	2	2	0	-1	1	0	0
CC(C)CCNC(=O)C(NS(=O)(=O)c1ccc2c(c1)c(=O)n(C)c(=O)n2C)c1ccccc1 (stereo not given)	5	-4	2	5	1	6	3	0	-1
O=C(NCCCc1ccccc1)c1cc(COc2ccc(F)cc2Cl)on1	-5	0	-3	4	-4	1	-2	6	-1
Cc1ccc(/C=N/NC(=O)CSc2ccccn2)o1	6	-4	-10	10	2	5	9	7	2
O=C(COc1ccccc1)NCCc1nc2ccccc2[nH]1	2	-1	3	2	0	0	6	-6	-3
COc1ccc(Oc2ncc(CN3CCN(c4ccccc4)CC3)s2)cc1	3	-1	-7	3	-3	13	11	5	1
CCOC(=O)c1c(C#N)c(SCC(=O)Nc2ccc(OC)cc2)nc2c1CN(CC)CC2	2	0	-5	-9	4	0	6	-2	-2
CN1CCN(/N=C/c2nc(-c3ccccc3Cl)n3ccccc23)CC1	2	-7	-8	-4	1	0	-5	9	-6
CCCOc1ccc(N2C(=O)CC(SCC(N)C(=O)OCC)C2=O)cc1 (stereo not given)	7	-2	0	0	-1	6	3	1	3
O=C(NN=C1CCCC1)NC1CCCCC1	6	-2	-2	8	-2	-6	8	-3	-5
CCOC(=O)C1CCN(CCCSc2ccccc2)CC1	5	9	6	2	-6	3	5	5	1
Cc1cccc(N2CCN(S(=O)(=O)c3ccc4c(c3)CCCN4C(=O)C3CCC3)CC2C)c1 (stereo not given)	-6	-1	6	0	4	-4	0	4	0
CC(C)(C)CC(C)(C)c1ccc(O)c(CN2CCN(CCC#N)CC2)c1	-3	-6	-4	41*	9	-8	-1	11	-2
CCOc1cc(NC(=S)NCCCN2CCOCC2)c(OCC)cc1NC(=O)C1CCCCC1	6	0	0	5	-2	-4	-3	-3	0
Cn1nc([N+](=O)[O-])nc1Sc1ccc(Cl)cc1	-5	-2	-4	2	2	6	3	3	4
COc1cc(/C=N/NC(=S)NCCN2CCOCC2)cc(OC)c1O	-2	-3	4	1	-4	-3	7	0	2
CCOC(=O)c1c(NC(=O)CN2CCCc3ccccc32)sc(C(C)=O)c1C	-2	-2	-7	-5	1	-4	-2	1	0
Cc1ccc(NC(=O)NCCN2CCN(C(=O)Nc3ccc(C)cc3)CC2)cc1	4	-2	-8	0	0	1	0	0	0
Cc1cc2cc(CN(Cc3ccco3)S(=O)(=O)c3c(C)ccc4nsnc34)c(=O)[nH]c2cc1C	-6	-2	-3	5	-2	2	3	-1	-5
COc1ccc(C(=O)COC(=O)C(CCSC)NC(=O)COc2ccccc2)cc1 (stereo not given)	24	0	0	-1	0	0	4	4	-4
CC(OC(=O)c1ccc(S(=O)(=O)N2CCCCC2)cc1)C(=O)Nc1ccc(C(N)=O)cc1 (stereo not given)	.	-2	-6	-1	2	0	-1	3	-4
Cc1ccc(S(=O)(=O)N2CCC(C(=O)NCc3ccncc3)CC2)cc1	12	-3	8	7	-6	-2	7	-3	0
COc1ccc(/C=C2\SC(=S)N(CCCC(=O)Nc3ccccn3)C2=O)cc1OC	-4	-12	-10	-2	-6	-15	-18	-2	-10
Cc1noc(C)c1COc1ccccc1C(=O)N1CCN(S(=O)(=O)c2ccccc2C(F)(F)F)CC1	-6	11	7	3	2	-2	7	0	2
O=C(CCc1nc2ccccc2[nH]1)NCc1ccc2c(c1)OCO2	10	0	1	8	-2	0	-2	0	-2
COc1ccc(OC)c(NC(=O)Cc2ccc(NC3=NC4CS(=O)(=O)CC4S3)cc2)c1 (stereo not given)	1	2	3	7	5	-2	3	0	-3
Cc1ccc(N2C(=O)CC(Sc3nccc(C)n3)C2=O)cc1 (stereo not given)	6	-4	-2	6	-4	0	14	-3	0
O=C(COC(=O)c1cccc(F)c1)NC1CC1	6	4	3	3	-3	-4	4	4	-2
CCOC(=O)c1cc2c(ccn2C)n1Cc1ccccc1Cl	8	4	-1	-2	-2	-5	8	14	-4
CCOc1ccc(/C=C2\SC(=S)N(CCC(=O)Nc3ccc(C(=O)O)cc3)C2=O)cc1	12	-1	4	6	2	3	1	-1	0
COc1cc(/C=N/NC(=O)c2cccnc2)ccc1OC(=O)c1cc(OC)c(OC)c(OC)c1	-2	-3	-15	-1	0	0	2	7	-7
CCCc1ccc(-c2cc(N)n[nH]2)cc1	0	0	-1	3	-1	2	9	4	0
CN1/C(=C\C=O)C(C)(C)c2ccccc21	-11	-27	1	0	-27	-17	-3	-5	-8
CC(=O)N1N=C(c2ccccc2)CC1c1ccccc1 (stereo not given)	0	-2	-3	3	-3	7	10	6	2
CCOC(=O)c1cnc2c(C)c(Cl)ccc2c1N1CCN(CC)CC1	-6	-4	8	-1	2	1	5	12	-3
COc1cc(C2C(C(=O)OC(C)C)=C(C)Nc3[nH]c(=O)[nH]c(=O)c32)ccc1O (stereo not given)	5	2	-6	1	-1	-4	-5	6	2

(continued)
smiles	GSTO1 inh	PME-1 inh	PAFAH2 FP inh	PAFAH1B2 FP inh	PAD4 inh	LYPLA2 inh	PAFAH1B3 FP inh	pPAFAH FP inh	LYPLA1 counter
O=C(CSc1nnc(-c2cccs2)o1)N1CCCc2ccccc21	3	2	-9	-1	-1	6	3	1	5
O=C(NCc1ccco1)C(=O)NCC1OCCN1S(=O)(=O)c1ccc(F)cc1 (stereo not given)	9	-4	0	-1	-2	1	3	2	0
CC(C)(C)OC(=O)C[C@H]1C/C=C\C[C@@H](CC(=O)N[C@@H](CO)Cc2ccccc2)C(=O)N2CCC[C@H]2COC1=O	.	.	-3	4	1	.	-2	-4	.
O=C1OCC(c2ccccc2)=C1c1ccccc1	4	7	2	-1	1	5	6	4	5
CCc1ccc(C(=O)NC(=S)Nc2ccc(N3CCOCC3)cc2)cc1	-2	2	4	1	-3	7	10	6	5
COc1ccc(C2CC(C(F)(F)F)n3nc(C(=O)Nc4ccc5c(c4)OCO5)cc3N2)cc1 (stereo not given)	7	-4	7	-3	-8	-3	-6	10	1
O=C(N=Nc1c(O)[nH]c2ccc([N+](=O)[O-])cc12)c1cc(-c2ccccc2Cl)nc2ccccc12	2	4	18	-2	4	5	6	9	2
COc1ccc(CN(CC(O)COCc2ccccc2)S(=O)(=O)c2ccccc2Br)cc1OC (stereo not given)	.	.	-1	4	1	.	3	6	.
CCCCc1noc2c1/C(=N\O)CC(c1ccccc1)C2 (stereo not given)	-1	4	3	-3	0	-1	7	6	-1
COc1ccccc1CCNS(=O)(=O)c1cc2c3c(c1)C(C)C(=O)N3CCC2 (stereo not given)	-4	21	1	3	-5	3	4	5	0
CC1(C)Cc2nc(NC3CCCCC3)c(C#N)cc2CO1	1	8	7	5	-2	3	5	6	5
N#Cc1c(Sc2ncc(C(F)(F)F)cc2Cl)nsc1C/C=N\OCc1ccccc1Br	-10	6	0	8	-13	0	0	3	-6
CCOc1ccc(N(CC(=O)NC2CC2)S(=O)(=O)c2ccc(C)cc2)cc1	3	6	-6	0	4	-2	0	-1	0
O=C(O)[C@H](O)[C@@H](O)C(=O)O	6	4	-9	0	-1	-5	8	2	-1
O=C1CC(c2ccccc2)CC(=O)N1c1ccc(C(F)(F)F)cc1	.	2	2	0	0	6	8	-3	2
COc1ccc(NS(=O)(=O)c2cccc(NC(=O)CCS(=O)(=O)c3ccccc3)c2)cc1	0	5	8	3	0	-2	0	34*	0

This is a subset; the hit share may differ from the screen's.
